p53ts 32C kill: kills p53ts cells at the permissive temperature; Potency, µM (highest dose often 46.1 µM), inactives show at the highest dose activity change, negative = cytotoxicity, usual class: cytotoxic; H1299-p53A138V at 32C, ATP luminescence viability, 24 h; AID 924; 130,000 compounds, 0.93% hits;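 further: 0% = DMSO and -100% = full killing by reference compound; nearly all actives have a fitted effect of over 55% in size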
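H1299-p53 A138V cells (temperature-sensitive p53) exposed 24 h to up to 46 uM compound at 32C, where p53 is wild-type in conformation. Viability read as ATP luminescence and normalised to DMSO and 100 uM tamoxifen. AC50 fitted with the Hill equation.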
Imprint erasure: inducers of genomic imprint erasure in mouse ES cells; mouse ES Peg3-LacZ reporter, beta-gal luminescence, 40 h; Potency, µM (doses to about 60.7 µM), for the others: at the top dose activity change, positive = activation, actives largely listed as activators; 110,000 compounds, 0.02% hits;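 further: 0% = negative control wells on the plate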
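Imprint erasure is scored as LacZ activity from the silenced maternal Peg3 allele in feeder-free female ES cells cultured 40 h with LIF. Luminescence is normalized to in-plate negative controls and fitted to the Hill equation.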
IkB sig inh: IkB pathway inhibition in ABC-DLBCL cells; ABC-DLBCL IkBa-CBG/CBR dual luciferase ratio, 4 h; response scale: scaled: untreated 0%, proteasome inhibitor 100%; 110,000 compounds, 0.04% hits; Potency, µM (top dose mostly 57.1 µM), for the others: at the top dose IkBa stabilization activation; active means well fitted curve in the direction sought with a large enough effect in the signal ratio, not every such curve was filed as active; inconclusive means small, poorly fitted or top-dose-only effect, or a change in a side signal; the % refers to the signal ratio;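 further: the direction sought is a rising ratio; 0% = basal untreated cells and 100% = reference inhibitor full response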
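Luminescence ratio of IκBα-fused green versus native red beetle luciferase in OCI-Ly3 cells, 4 h post-doxycycline with compound; red signal alone, scaled from basal (0%) to zero light (-100%), flagged nonspecific or cytotoxic effects.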
p53ts 39C kill: kills p53ts cells at the nonpermissive temperature; H1299-p53A138V viability at 39C, ATP luminescence, 24 h; Potency, µM (highest dose often 46.1 µM), inactives show at the highest dose activity change, negative = cell killing, usual class: cytotoxic; 130,000 compounds, 1.5% hits; AID 902; further: nearly all actives have a fitted effect of over 55% in size
* hit, by the source's call; ? = inconclusive; · = not tested or not shown; & = joins results of further samples; [ ] = another dose, or the depositor's remark. Unless noted, the call rests on the fitted dose curve; in most records, active means well fitted curve in the direction sought with a large enough effect; inconclusive means small, poorly fitted or top-dose-only effect, or another doubt; inactive means no such curve, though single readings can be large; an effect the other way counts as inactive or inconclusive. Unless noted, on the % scale 0 is the no-effect control and ±100 the full control effect; potency means the concentration at half of the fitted maximal effect.

SMILES	p53ts 32C kill	Imprint erasure	IkB sig inh	p53ts 39C kill
Nc1c(O)cccc1C(=O)C[C@@H](N)C(=O)O	3%[20.6 µM]	11%[16.8 µM]	1.4%[25.6 µM]	2%[20.6 µM]
Cc1ccc(NC(=O)CSc2nc(-c3ccco3)cc(C(F)(F)F)n2)cc1C	12%&13%	-15%[10.9 µM]	-0.9%	-22%&10%
Cc1cccc(Nc2ncc3c(n2)CC(C)CC3=O)c1 (stereo not drawn)	-15%	-10%	?	-25%
Nc1ccc(Cl)cc1Cl	1%[1.84 µM]	5%	-0.6%	3%
CCC1=C(c2ccc(C)cc2)S(=O)(=O)N=C1N1CCC(C(=O)Nc2ccccc2C(=O)OC)CC1	8%	-9%[10.9 µM]	1.5%	-8%
COc1cccc(Cn2c(=O)c(-c3ccc(Cl)cc3)nc3cnc(N4CCN(C)CC4)nc32)c1	-17%	-6%	0.2%[11.4 µM]	-13%
CCN1CCN(C(=O)C2CCN(Cc3nc(-c4cccc(Cl)c4)oc3C)CC2)CC1	-10%	-7%	-2.8%	-1%
O=C(NCc1cccs1)c1nn(-c2ccccc2Cl)nc1CO	-1%	12%[10.9 µM]	?	-2%
CC(C)Cn1c(=O)c2sccc2n2c(CCCC(=O)NC3CCCCC3)nnc12	-6%	-14%[10.9 µM]	?	-3%
COc1ccc(CNC(=O)c2ccc3c(Cl)c4c(nc3c2)CCCC4)c(OC)c1	13%	-6%[10.9 µM]	?	-17%
COC(=O)c1ccccc1NC(=O)C1CCCN(S(=O)(=O)c2ccccc2)C1 (stereo not drawn)	2%	-14%	?	12%
CCCN(CCC)CCCNC(=O)C1CCN(S(=O)(=O)CC)CC1	13%	-3%[10.9 µM]	2.2%	-13%
Cc1ccc2c(c1)-c1c(ssc1=S)C(C)(C)N2C(=O)c1ccco1	-5%	·	·	16%
c1ccc2c(c1)nc1n2CCN1	-5%	·	·	6%
CC(C)(C)c1ccc(OCC(=O)N(Cc2ccco2)Cc2ccccc2F)cc1	18%	-20%[10.9 µM]	?	-10%
O=c1[nH]ncc(NCCCO)c1Cl	21%	·	·	11%
CCOC(=O)c1c(C)oc2nc(C)nc(NCc3ccccc3OC)c12	1%	7%[10.9 µM]	?	-6%
CCc1ccccc1N(C)C(=O)c1nn(C)c2c1CSc1ccccc1-2	-10%	-9%[10.9 µM]	0.8%	6%
CCOC(=O)N1CCN(C(=O)c2cn(CC)c3cc(N4CCN(C)CC4)c(F)cc3c2=O)CC1	14%	·	·	-3%
Clc1ccc(Oc2nc(Oc3ccc(Cl)cc3)nc(N3CCOCC3)n2)cc1	12%	-23%	0.2%	-21%
CCOc1ccc2[nH]c(=O)c(CN(Cc3ccc(F)cc3)C(=O)c3ccco3)cc2c1	-2%	·	?	-13%
COc1ccc(C2NC3=C(CCCC3)C(C#N)(C#N)C2(C#N)C#N)cc1 (stereo not drawn)	6%	-16%	19%	5%
CC/C(=N/Nc1ccccc1)c1cnnc(-c2ccccc2)n1	-19%	·	·	-4%
O=C(NCCOc1ccccc1)C1CCCN1C(=O)c1cccs1 (stereo not drawn)	0%	19%	-0.9%	1%
Cc1cc([C@](C)(N)C(=O)O)ccc1P(=O)(O)O	1%	-1%	0.7%	-5%

Three entries picked at random from those above, as already listed:
SMILES	p53ts 32C kill	Imprint erasure	IkB sig inh	p53ts 39C kill
Cc1ccc2c(c1)-c1c(ssc1=S)C(C)(C)N2C(=O)c1ccco1	-5%	·	·	16%
O=C(NCc1cccs1)c1nn(-c2ccccc2Cl)nc1CO	-1%	12%[10.9 µM]	?	-2%
CCOC(=O)N1CCN(C(=O)c2cn(CC)c3cc(N4CCN(C)CC4)c(F)cc3c2=O)CC1	14%	·	·	-3%

Whole records from above:
Cc1cc([C@](C)(N)C(=O)O)ccc1P(=O)(O)O in the list: p53ts 32C kill = 1%; Imprint erasure = -1%; IkB sig inh = 0.7%; p53ts 39C kill = -5%
COc1ccc(CNC(=O)c2ccc3c(Cl)c4c(nc3c2)CCCC4)c(OC)c1 in the list: p53ts 32C kill = 13%; Imprint erasure = -6%[10.9 µM]; IkB sig inh = ?; p53ts 39C kill = -17%
CCc1ccccc1N(C)C(=O)c1nn(C)c2c1CSc1ccccc1-2 in the list: p53ts 32C kill = -10%; Imprint erasure = -9%[10.9 µM]; IkB sig inh = 0.8%; p53ts 39C kill = 6%

Later entries.
SMILES	p53ts 32C kill	Imprint erasure	IkB sig inh	p53ts 39C kill
COC(=O)CSc1ncccc1-c1nc2ccccc2[nH]1	-20%	-18%	?	-19%
COC(=O)c1cc(Nc2nc3ccccc3nc2NS(=O)(=O)c2ccc(C)cc2)ccc1Cl	-14%	?	?	-8%
CCn1c(SCC(=O)Nc2ccc(S(N)(=O)=O)cc2)nnc1-c1cccc(OC)c1	-5%	-8%	2.8%	2%
CC(C)c1ccc(NC(=O)CSc2ncc3c(n2)-c2ccccc2N(C)S3(=O)=O)cc1	-8%	-5%[10.9 µM]	-0.7%	-21%
Cc1nc2cccnc2n1C1CCN(S(=O)(=O)c2ccc(Cl)cc2)CC1	7%	25%[10.9 µM]	0.4%	7%
Cc1nc2ncnn2c(N2CCN(C(=O)c3cccc(F)c3)CC2)c1Cc1ccccc1	1%	-7%	0.6%	13%
COCC(=O)N1CCC2(CCN(Cc3nccs3)CC2)CC1	-1%	·	2.7%[11.4 µM]	2%
COc1ccc(OC)c(S(=O)(=O)N(C)CC(=O)N2CCN(c3ccccc3F)CC2)c1	-2%	1%	0.6%	9%
CN(C)c1ncc2nc(CCc3ccccc3)c(=O)n(C[C@H]3CCCO3)c2n1	-8%	·	-6.4%[11.4 µM]	-8%
O=C1C2=C(Nc3ccccc3SC2c2ccc(Cl)c(Cl)c2)c2ccccc21 (stereo not drawn)	3%	-13%[10.9 µM]	?	-11%
O=C(C1CCCN(S(=O)(=O)c2cccs2)C1)N1CCN(c2ccccc2F)CC1 (stereo not drawn)	2%	-4%[10.9 µM]	?	9%
Cc1c(OCc2nn[nH]n2)ccc2c3c(c(=O)oc12)CCC(C)C3 (stereo not drawn)	-1%	-13%	-0.5%	10%
O=C(NC1CCCC1)NS(=O)(=O)c1ccccc1Cl	-1%	-13%	4.7%	3%
COc1ccc(C(=O)OCCN2C(=O)c3ccccc3C2=O)cc1OC	3%	-8%	0.3%	8%
CCN1CCN(C(=O)C2(NC(=O)Nc3ccccc3Cl)CCCCC2)CC1	12%	·	·	13%
CCn1cc(C(=O)NCc2ccccc2)c(=O)c2cc(S(=O)(=O)N3CCOCC3)ccc21	4%	-2%[10.9 µM]	?	-7%
COc1ccc(OC)c(CCNC(=O)CCc2cn(Cc3cc(C)ccc3C)c3ccccc23)c1	12%	-7%[10.9 µM]	-1.1%	-10%
COc1ccc(CSCCN)cc1Cl	-11%	-22%	-2.4%	-3%
COc1ccc(Nc2cc(C(=O)NCCCN3CCN(c4ccc(OC)cc4)CC3)c3ccccc3n2)cc1	?	-20%[10.9 µM]	?	13µM*
N#CCSCC(=O)Nc1ccccc1	11%	-12%	14%	8%
CCOC(=O)c1c(CC(C)C)csc1NC=O	7%	-10%	0.5%	3%
Cc1cccc(C(=O)Nc2ccc(C(=O)OCc3cc(=O)n4c(C)csc4n3)cc2)c1	?	-15%[10.9 µM]	4.2%	-26%
CC(C(=O)Nc1cccc(C#N)c1)n1nc(-c2ccccc2)c2c(c1=O)CCCC2 (stereo not drawn)	22%	3%[10.9 µM]	?	-11%
COc1ccc(C(=O)NCC(=O)OCC(=O)c2cc(OC)c(OC)c(OC)c2)cc1OC	?	·	·	1%
CCC(C)NC(=O)C1CCN(S(=O)(=O)N2CCCC2)CC1 (stereo not drawn)	0%	-84%[inhibitor]	0.8%	9%

Going on with the list.
SMILES	p53ts 32C kill	Imprint erasure	IkB sig inh	p53ts 39C kill
Cc1ccc(-c2c(C)n([O-])c3c([n+]2=O)CCCCC3)o1	-14%	-1%	3.4%	5%
CCn1c(SCC(=O)c2cc(OC)ccc2OC)nc2c1c(=O)n(C)c(=O)n2C	5%	-2%	0.4%	-5%
c1nc(N2CCNCC2)c2cc(-c3ccoc3)ccc2n1	8%	-10%	-0.1%[11.4 µM]	2%
CCN(c1ccccc1)S(=O)(=O)c1ccc(OCc2c(C)noc2C)cc1	10%	-6%	2.8%	-10%
O=C(CCc1nc2cccnc2n1Cc1cccs1)Nc1cccc(Cl)c1	2%	-12%[10.9 µM]	?	-15%
CO[C@H]1COC(=O)[C@@H](C)COC(=O)[C@H](C)NC(=O)C/C=C\[C@H]1C	7%[9.22 µM]	·	·	12%[9.22 µM]
COc1ccc(C2CC(=O)Nc3c2c(C)nn3-c2nncc(-c3ccc(C)cc3)n2)c(OC)c1OC (stereo not drawn)	2%	-26%[10.9 µM]	3.9%	-13%
CC(C)=CCC/C(C)=C/CC/C(C)=C/CC/C(C)=C/CC/C(C)=C/CC/C(C)=C/CC/C(C)=C/CC/C(C)=C/CC/C(C)=C/CO	-1%	?	·	0%
Cn1nnnc1SCc1ccccc1F	-1%	-1%	0.2%	-4%
Cc1cc(C)cc(NC(=O)c2cc(S(=O)(=O)N3CCCC3)ccc2F)c1	-9%	-21%[10.9 µM]	?	?
CCOC(=O)c1ccc(-n2ncc(C(=O)OCC)c2N)cc1	3%	-30%	-3.9%	-3%
CCN(CC)S(=O)(=O)c1ccc(Cl)c(C(=O)OC)c1	5%	0%	-1.9%	11%
Cc1cc(C)c(S(=O)(=O)N(CC(=O)N2CCCC2)C2CCCCC2)c(C)c1	18%	-24%	-2.3%	13%
CN(Cc1ccccc1)c1ccc(-c2nc(-c3ccncc3)no2)cc1[N+](=O)[O-]	-4%	-14%[10.9 µM]	1.7%	-4%
CC(C)c1ccc(OC(=O)c2cc(-c3ccccc3)on2)cc1	-8%	-12%[10.9 µM]	1.4%	12%
CCn1c(CNC(=O)Cc2ccc(OC)cc2)nnc1SCC(=O)Nc1nccs1	0%	-5%	-0.1%	1%
COc1ccc(NC(=O)CC2C(=O)N(c3ccc(C)cc3)C(=O)N2C2CCCCC2)cc1 (stereo not drawn)	-6%	6%[10.9 µM]	0.1%	7%
CCCn1c(SCC(=O)Nc2cccc(C(=O)OCC)c2)nnc1-c1ccoc1C	9%	-11%	?	-15%
CC1CCc2ccc(F)cc2N1S(=O)(=O)c1cccs1 (stereo not drawn)	-3%	-12%	3.2%	-3%
Cc1ccc(CSC2=Nc3ccccc3C3=NC(CC(=O)NCc4cccs4)C(=O)N23)c(C)c1 (stereo not drawn)	23%	-11%[10.9 µM]	?	6%
COCCn1c(Cc2ccccc2)nnc1SCC(=O)Nc1cc(C)on1	7%	-8%	-0.1%	16%
CCc1nn2c(=O)cc(COC(=O)c3ccc(NC(=O)COc4ccccc4C)cc3)nc2s1	1%	-11%[10.9 µM]	-2.1%	4%
COc1ccc(-n2c(=O)c3c4c(sc3n(C)c2=O)CN(C(C)=O)CC4)cc1	-1%	2%[10.9 µM]	0.0%	-7%
COc1cc(-c2nnc(SCC(=O)N(Cc3ccccc3)C(C)(C)C)o2)cc(OC)c1OC	12%	-20%	?	25%
Cc1[nH]c2ccccc2c1C(=O)COC(=O)C1CC(=O)N(Cc2ccco2)C1 (stereo not drawn)	-3%	-5%	7.1%	2%

Continuation:
SMILES	p53ts 32C kill	Imprint erasure	IkB sig inh	p53ts 39C kill
Cc1csc2nc(COC(=O)c3ccccc3NC(=O)c3cccc(Br)c3)cc(=O)n12	1%	-6%[10.9 µM]	2.2%	-8%
O=C(Nc1ccc2nc(SCC(=O)N3CCc4ccccc43)sc2c1)c1ccc(F)cc1	-18%	-21%[10.9 µM]	-2.7%	13µM*
Clc1cccc(OCCN2CCOCC2)c1	36%[activator]	·	-2.4%	3%
COc1ccc2c(c1)CCc1c(C(=O)Nc3ccccc3C(F)(F)F)noc1-2	-2%	2%[10.9 µM]	6.3%	42%[activator]
CCCC(=O)Nc1ccc(C(=O)NCCCn2ccnc2)cc1	14%	-1%	2.0%	20%
O=C(CN1CCCc2ccccc21)N/N=C/c1c(O)ccc2ccccc12	0%	·	·	-14%
O=C(c1cc2nc(-c3ccc(F)cc3)cc(C(F)(F)F)n2n1)N1CCOCC1	2%	-4%	-4.0%	5%
O=C(CS(=O)(=O)c1c[nH]c2ccccc12)Nc1ccc2c(c1)OCCO2	-9%	-7%	3.2%	-20%
